FEN1 inhibitor: blocks human flap endonuclease 1 | P39748 | Recombinant FEN1 flap cleavage, fluorescence, 15 min | Potency, µM (titrated, usually from 114 µM), without a hit: top-dose activity change, negative = inhibition, most hits filed as inhibitors | 0.35% of 390,000 active; further: nearly all actives have a fitted effect of over 65% in size
Target sequence (P39748 whole entry, looked up): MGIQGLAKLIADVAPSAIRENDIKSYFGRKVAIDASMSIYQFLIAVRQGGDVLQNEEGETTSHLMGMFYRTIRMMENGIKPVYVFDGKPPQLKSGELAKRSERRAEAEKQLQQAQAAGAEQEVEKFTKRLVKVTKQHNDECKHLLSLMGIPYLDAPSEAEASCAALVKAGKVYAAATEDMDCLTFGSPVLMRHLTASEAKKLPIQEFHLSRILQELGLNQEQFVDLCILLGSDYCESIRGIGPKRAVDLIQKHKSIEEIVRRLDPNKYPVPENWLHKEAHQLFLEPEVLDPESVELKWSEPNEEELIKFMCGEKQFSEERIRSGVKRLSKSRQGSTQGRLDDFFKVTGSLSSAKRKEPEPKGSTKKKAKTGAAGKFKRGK
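Quantitative HTS format: each compound was titrated, incubated with 10 nM nuclease for 15 min at room temperature, then challenged with flap substrate at 50 nM final. Signal change over 15 min gave concentration–effect curves.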
GCN5L2 inh: blocks human GCN5L2 histone acetyltransferase. Q92830. GCN5L2 HAT assay, ThioGlo1 CoA-SH fluorescence. Potency, µM (doses to about 58.9 µM), for inactives: at the highest dose activity change, negative = inhibition, usual class: inhibitors. 0.21% of 390,000 active. AID 504327
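GCN5L2 (20nM final) in 50mM HEPES, 0.1mM EDTA pH 7.5, 0.01% Tween-20 was preincubated 15 min at room temperature with compound, then given ThioGlo1 (50uM), H3(1-25) peptide (75uM) and acetyl-CoA (70uM); CoA-thiol fluorescence (Ex340/Em540) was read at 0 and 20 min.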
TDP1 cell CPT: DT40-hTDP1 cell growth loss with CPT | 12% of 420,000 active | chicken DT40 Tdp1-/-;hTDP1 cells + 20 nM CPT, ATP luminescence, 48 h | Potency, µM (titrated, usually from 46.2 µM), for the others: at the highest dose activity change, negative = growth inhibition, actives largely listed as inhibitors; further: nearly all actives have a fitted effect of over 55% in size
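Chicken DT40 Tdp1-/- cells stably complemented with human TDP1 were seeded at 400 cells/well in medium containing 20 nM camptothecin, exposed to pin-transferred compounds, and grown at 37 °C for at least 48 hr. Viability was read as ATP luminescence.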
The depositor's hits bear a star; ? = inconclusive; . = no result given; & = joins results of further samples; [ ] = another dose, or the depositor's remark. The call rests on the fitted dose curve; in most records, active means well fitted curve in the direction sought with a large enough effect; inconclusive means small, poorly fitted or top-dose-only effect, or another doubt; inactive means no such curve, though single readings can be large; an effect the other way counts as inactive or inconclusive. On the % scale 0 is the no-effect control and ±100 the full control effect; potency means the concentration at half of the fitted maximal effect.

SMILES	FEN1 inhibitor	GCN5L2 inh	TDP1 cell CPT
CCn1nnc2cc(C(=O)Nc3cccc(C)c3C)ccc21	-4.8%	-0.6%	10.3µM*
COC(=O)c1ccccc1NC(=O)Cn1c(=O)n(-c2ccc(C)cc2)c(=O)c2ccccc21	14.0%	-6.2%	0.82µM*
COc1cc(C(=O)Nc2nnc(CC(C)C)s2)c([N+](=O)[O-])cc1OC	17.3%	-6.5%	-3.0%
COc1ccccc1/C=C/C(=O)c1ccccc1	-25.3%	-7.5%	?
CCN(c1ccccc1)S(=O)(=O)c1ccc(C(=O)OC(C)C(=O)NCCC2=CCCCC2)cc1 (stereo unspecified)	5.1%	-8.1%	?
COc1ccccc1-c1c(C(F)(F)F)oc2cc(OC(=O)c3cccc([N+](=O)[O-])c3C)ccc2c1=O	-4.5%	0.0%	20.6µM*
CCOC(=O)C(=O)N1CCN(c2ccccc2OC)CC1	-5.2%	-4.6%	-12.8%
COC(=O)Nc1ccc(S(=O)(=O)N2CCCC(C(=O)N3CCCCC3)C2)cc1 (stereo unspecified)	-1.8%	-0.2%	-17.5%
COc1ccc(-c2cn3nc(N4CCCC(C(=O)NCc5ccccc5C)C4)sc3n2)cc1 (stereo unspecified)	-11.2%	-9.0%	13µM*
COC(=O)C1C(c2ccc(OC)cc2)C(C(=O)OC)S(=O)(=O)C(CCN2CCCCC2)S1(=O)=O (stereo unspecified)	-6.4%	-2.3%	0.0%

Grouped by structure: those above with sulfur
SMILES	FEN1 inhibitor	GCN5L2 inh	TDP1 cell CPT
COc1cc(C(=O)Nc2nnc(CC(C)C)s2)c([N+](=O)[O-])cc1OC	17.3%	-6.5%	-3.0%
CCN(c1ccccc1)S(=O)(=O)c1ccc(C(=O)OC(C)C(=O)NCCC2=CCCCC2)cc1 (stereo unspecified)	5.1%	-8.1%	?
COC(=O)Nc1ccc(S(=O)(=O)N2CCCC(C(=O)N3CCCCC3)C2)cc1 (stereo unspecified)	-1.8%	-0.2%	-17.5%
COc1ccc(-c2cn3nc(N4CCCC(C(=O)NCc5ccccc5C)C4)sc3n2)cc1 (stereo unspecified)	-11.2%	-9.0%	13µM*
COC(=O)C1C(c2ccc(OC)cc2)C(C(=O)OC)S(=O)(=O)C(CCN2CCCCC2)S1(=O)=O (stereo unspecified)	-6.4%	-2.3%	0.0%

Next section:
SMILES	FEN1 inhibitor	GCN5L2 inh	TDP1 cell CPT
O=C(Cc1ccccc1)NNc1ccc2ccccc2c1	-13.0%	-2.4%	-9.1%
O=C(NNC(=O)c1cc2cc(OC(F)(F)F)ccc2[nH]1)c1ccc(Cl)cc1	0.3%	-2.1%	0.0%
Cc1cc(C)c(C#N)c(Nc2ccccc2F)n1	-6.3%	-3.5%	0.1%
Cc1ccc(NC(=O)CCN2C(=O)NC3(CCCC3)C2=O)cc1S(=O)(=O)N1CCOCC1	5.1%	-3.9%	2.8%
Cc1nn(-c2ccccc2)c(C)c1C(=O)OCC(=O)Nc1ccccc1F	-3.2%	-2.8%	?
O=C(Cn1c(SCC(=O)N2CCCc3ccccc32)nc2ccccc21)N1CCCC1	2.2%	-0.7%	?
CCCc1nc(-c2ccccc2)c(-c2ccc(OC)c(OC)c2)c(=O)[nH]1	-2.3%	-11.1%	-35.7%
CS(=O)(=O)c1ccc(N2CCN(c3ccccn3)CC2)c([N+](=O)[O-])c1	-15.5%	-7.2%	7.2%
Cc1c(Cl)cccc1NC(=O)NCc1ccc(C)n1C	16.8%	-6.6%	0.4%
Cc1ccc(/C=C2\SC(N3CCCCC3)=NC2=O)cc1	5.0%	-4.2%	?
CCOc1ccc(-n2nc3c(=O)n(CCN4CCCCC4)nc(C)c3c2C)cc1	3.5%	1.4%	-16.5%
O=C(Cc1ccccc1)Nc1ccc2[nH]ncc2c1	-10.7%	-0.2%	-5.0%
COc1ccc(-n2c(-c3ccccc3F)nc3c(cnn3-c3ccc(C)cc3)c2=O)cc1	-18.0%	-13.2%	20.6µM*
NNC(=O)c1ccc(COc2ccc3c(c2)CCC3)o1	0.5%	15.9%	5.6%
COc1ccc(OCC(=O)NCc2ccc3c(c2)CCN3C(=O)c2ccccc2)cc1	-14.3%	-14.2%	14.6µM*
CCCNC(=O)Cn1nc(-c2ccc(C)cc2)c2cnc3ccc(CC)cc3c21	22.2%	-5.6%	-24.7%
Cc1ccc2nc(-c3ccc(NC(=O)CSc4ccccc4)cc3)[nH]c2c1	-5.0%	-27.3%	10.3µM*
Cc1noc(NS(=O)(=O)c2ccc(NC(=O)CCC3CCCC3)cc2)c1C	4.5%	-1.6%	-0.3%
COC(=O)C1=C(C)N(C)C(C)=C(C(=O)OC)C1c1ccc(C(=O)OC)cc1	0.3%	-16.1%	?
Cc1ccccc1C(=O)NN1CCOCC1	11.3%	2.4%	5.2%
Cc1ccc(O)c(CN(C)Cc2cc(C)ccc2O)c1	6.0%	.	?
CCN(CC(=O)Nc1cc(S(=O)(=O)N2CCOCC2)ccc1C)Cc1ccccc1	1.3%	-1.3%	16.4µM*
CCN1CCN(S(=O)(=O)c2c[nH]c(C(=O)OC)c2)CC1	-19.3%	-20.6%	-16.2%
CCCN(CC(=O)Nc1cc(Cl)ccc1Cl)C(=O)/C=C/c1ccco1	-17.3%	7.9%	-7.9%
CC(NC(=O)Cn1cccc1C(=O)c1ccccc1)c1ccccc1 (stereo unspecified)	19.4%	-4.4%	13µM*
COc1cccc(NC(=O)COC(=O)C2CC2)c1	15.9%	2.4%	7.9%
CN(C(=O)COC(=O)CN1C(=O)c2cccc([N+](=O)[O-])c2C1=O)c1ccccc1	14.9%	-3.6%	0.2%
C/C(=N/NC(=O)CNC(=O)Cc1ccc(Cl)cc1)c1ccco1	0.2%	-6.3%	11.6%
CCc1ccc(NC(=O)CN(c2cc(C)cc(C)c2)S(=O)(=O)c2c(C)[nH]c(=O)[nH]c2=O)cc1	-1.9%&-13.0%	-1.0%&-6.5%	-5.3%&7.1%
CCCCN(CC)CCCNC(=O)c1sc2nc(C)cc(C)c2c1-n1cccc1	9.5%	-13.1%	?

Compounds listed so far that contain a nitro group on carbon (4):
SMILES	FEN1 inhibitor	GCN5L2 inh	TDP1 cell CPT
COc1cc(C(=O)Nc2nnc(CC(C)C)s2)c([N+](=O)[O-])cc1OC	17.3%	-6.5%	-3.0%
COc1ccccc1-c1c(C(F)(F)F)oc2cc(OC(=O)c3cccc([N+](=O)[O-])c3C)ccc2c1=O	-4.5%	0.0%	20.6µM*
CS(=O)(=O)c1ccc(N2CCN(c3ccccn3)CC2)c([N+](=O)[O-])c1	-15.5%	-7.2%	7.2%
CN(C(=O)COC(=O)CN1C(=O)c2cccc([N+](=O)[O-])c2C1=O)c1ccccc1	14.9%	-3.6%	0.2%

Additional structures follow.
SMILES	FEN1 inhibitor	GCN5L2 inh	TDP1 cell CPT
O=C(Cc1cccs1)Nc1ccccc1NC(=O)Cc1cccs1	2.5%	-0.5%	-12.1%
COCC(=O)N1CCCC(C(=O)c2ccc(C(F)(F)F)cc2)C1 (stereo unspecified)	-11.1%	-1.3%	-21.2%
CCOC(CNC(=O)c1ccc2nc(N3CCC(C)CC3)sc2c1)OCC	3.9%	-1.8%	?
O=C(Nc1cc(C(F)(F)F)ccc1N1CCOCC1)c1cn2ccccc2n1	-6.4%	-4.1%	-12.3%
COc1ccccc1CNC(=O)c1ccc2c(c1)nnn2C1CCCC1	-11.2%	0.6%	18.4µM*
O=C(CCNC(=O)c1ccccc1)NCCCc1ccccc1	-4.4%	-7.3%	-3.8%
COc1ccc(C(=O)NCc2nnc(SCC(=O)N3CCCCC3)o2)cc1OC	5.2%	0.0%	-5.4%
CC12CCC(=O)N1C(C(=O)N1CCN(c3ccc([N+](=O)[O-])cc3)CC1)CS2 (stereo unspecified)	3.1%	0.0%	?
Cc1ccc(NC(=O)Cn2nc3c(cc2=O)CCCC3)cc1Cl	15.4%	-10.1%	-13.7%
COc1ccc(N2CCN(c3ncnc4scc(-c5ccccc5)c34)CC2)cc1	-21.6%	-10.7%	-15.3%
O=C(CN1CCOCC1)Nc1ccccc1Sc1ccc(Cl)cc1	-20.0%	-2.5%	?
O=C(c1ccccc1)N1CCCCC(Sc2nnc3ccccn23)C1=O (stereo unspecified)	3.8%	0.3%	-17.0%
O=C1NCCCN1Cc1ccc(F)cc1Cl	-3.4%	0.4%	-13.6%
Cc1nn(-c2cc(N3CCCC3)ccc2[N+](=O)[O-])c(=O)c2ccccc12	-9.6%	-7.4%[0.501 µM]	-21.2%
CC(C)(C)NC(=O)C1Cc2ccccc2CN1S(=O)(=O)c1ccc(F)cc1 (stereo unspecified)	12.0%	-10.0%	2.2%
CCc1ccc(OCc2nc(-c3ccc(OC)cc3)no2)c(Br)c1	-20.4%	-8.4%	-11.9%
COc1ccc(-c2onc(C)c2C)cc1S(=O)(=O)NCCc1ccccc1	-6.8%	-0.2%	20.6µM*
Cc1cccc(C(=O)OCC(=O)Nc2ccc3c(c2)OCCO3)c1	-4.7%	-0.3%	?
O=[n+]1c2c(n([O-])c3cc(Br)ccc31)CCCC2	11.0%	-5.6%	-3.3%
O=C(CSc1nnc(CNC(=O)c2cccs2)o1)Nc1ccc(Br)cc1	-5.5%	-26.5%	3.8%
CC(C)(C)NC(=O)CCN1CCOCC1	-0.2%	-3.3%	3.3%
NC(=O)CSc1oc(-c2ccco2)nc1S(=O)(=O)c1ccc(Br)cc1	1.1%&-16.2%	-5.4%&-3.9%	0.1%&-4.2%
O=C(NCC(c1cccs1)N1CCOCC1)c1ccc(OCc2ccccc2)cc1 (stereo unspecified)	-5.2%	-6.9%	14.6µM*
COc1ccc(NC(=O)Cn2cc(C(=O)C3CCCCC3)c3ccccc32)cc1	-3.0%	-4.1%	?
CCc1cc(C(=O)Nc2ncccc2O)sc1C	-6.0%	-1.2%	?
COC(=O)CSc1nc2ccccc2c(=O)n1C	0.7%	-5.5%	-23.5%
Cc1ccccc1C(=O)OC(C)CN1CCN(C)CC1 (stereo unspecified)	4.8%	-0.5%	5.5%
COc1ccc(/C=C/C(=O)N(C)c2ccccc2C(=O)O)cc1	-5.7%	-11.9%	3.9%
COc1ccc2c(c1)c1c(c(=O)n(-c3ccccc3C)c(=O)n1Cc1ccccc1C)n2C	-5.3%	-6.2%	0.9%
COc1ccc(S(=O)(=O)N2CCOC2CNC(=O)C(=O)NCc2ccc(F)cc2)cc1OC (stereo unspecified)	10.8%	?	-22.9%
O=[N+]([O-])c1cc(Cl)ccc1Nc1ccccc1	-13.9%	-2.0%	5.9%
Cc1ccc(CN(C)C(=O)CN2C(=O)NC3(CCCc4ccccc43)C2=O)c(C)c1 (stereo unspecified)	2.9%	-2.2%	?
CC1=CCc2c(cc3oc(C)cc(=O)c3c2O)OC1	.	-3.4%	5.7%
Cn1c(=O)c2c(nc(SCC(=O)NCC3CCCO3)n2C)n(C)c1=O (stereo unspecified)	?	-2.7%	11.9%
O=C(c1ccccc1)N1CCN(CC#Cc2ccccc2)CC1	6.4%	3.2%	6.7%
C=CC[C@@H](CC(=O)OC(C)(C)C)C(=O)OC[C@@H]1CCCN1C(=O)[C@@H](CC=C)CC(=O)N[C@H](CO)Cc1ccccc1	9.8%	-0.2%	23.1µM*
COc1cccc(C(=O)Nc2cccnc2)c1OC	0.1%	4.6%	0.9%
CC(=O)Nc1ccc(S(=O)(=O)Nc2ccccc2N2CCOCC2)cc1Cl	-1.0%	-3.8%	?
Nc1nnc(Cc2ccc(Cl)c(Cl)c2)s1	-0.5%	-7.6%	-7.4%
O=C(Cc1cccs1)N/N=C/C=C\c1ccco1	-1.1%	16.2%	?
COc1ccc(S(=O)(=O)NCc2ccco2)cc1C(=O)N1CCCCC1	3.6%	-2.9%	0.3%
CN(C(=O)c1ccccc1-c1ccccc1C(=O)O)c1ccccc1	7.6%	1.6%	9.2%
O=CNC1(c2ccccc2)CCCCC1	2.8%	.	-0.6%
C#CCCCCCCCCCCCC(O)CC(O)COC(C)=O (stereo unspecified)	.	-16.9%	?
O=C1CC(c2cc(F)ccc2F)c2cc3c(cc2N1)CCC3 (stereo unspecified)	4.1%	2.8%	2.59µM*
CN(C)C(=O)c1ccc(NS(=O)(=O)c2ccc3c(c2)OCCO3)cc1	1.6%	-15.3%	-23.4%
COc1ccc(-n2c(C)nc3c(cnn3-c3ccc(C)cc3)c2=O)cc1	-16.9%	2.3%	14.6µM*
COc1ccc(NC(=S)NC(NC(=O)/C=C/c2ccccc2)C(Cl)(Cl)Cl)cc1 (stereo unspecified)	8.7%	1µM*	?
COc1cc(NC(=O)C2CCC(=O)N2S(=O)(=O)c2ccc(C)cc2)cc(OC)c1 (stereo unspecified)	-1.7%	0.7%	-20.7%
C=CCOC(=O)C1=C(C)NC(SCC(=O)NC(=O)OCC)=C(C#N)C1c1cccnc1 (stereo unspecified)	4.7%&-9.6%	-2.4%	-4.0%&1.9%
COc1ccc(OC)c(/C=C/C(=O)OCC(=O)Nc2cccc(C(C)=O)c2)c1	8.6%	-10.3%	16.4µM*

Screening results: PubChem, National Center for Advancing Translational Sciences (NCATS)

An excerpt (hit frequency here may not be typical).
